# PKA kinase inh: inhibitors of human PKA kinase activity, primary screen, biochemical, ATP-depletion luminescence, Kemptide substrate; cAMP-dependent protein kinase catalytic subunit alpha (Homo sapiens), P17612; PKA Kemptide phosphorylation, Kinase-Glo ATP luminescence; inhibition, % at 6 µM; actives 0.1% (n = 65,000); AID 524, 2006;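 active = inhibition above the screen-wide mean inhibition plus 3 SD, cut at about 21% in these data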; note: many of its hits are not listed in these tables
# MMP13 inh: human MMP13 inhibitors, primary screen, biochemical, FRET peptide cleavage | actives 0.07% (n = 65,000) | Collagenase 3 (Homo sapiens), P45452 | inhibition, % at 4 µM | MMP-13 fTHP FRET cleavage, Mca fluorescence | AID 570, 2006;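 active = inhibition above the mean of compound-free control plate wells plus 3 SD, cut at about 14% in these data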;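 note: 0% = DMSO wells and 100% = wells with reference MMP-13 inhibitor after basal subtraction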
# HEK293 NFkB inh: inhibitors of PMA/ionomycin-induced NF-kB reporter, primary screen, antigen receptor NF-kB inhibitor project, cell-based, HEK-293 luciferase reporter, luminescence. inhibition, % at 3 µM. AID 465, 2006. HEK-293 NF-kB luciferase reporter. actives 0.21% (n = 62,000);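 active = inhibition above the mean of all tested compounds plus 3 SD, cut at about 40% in these data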;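 note: 0% = stimulated DMSO wells and 100% = 10 µM reference inhibitor 5653914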
#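 Material: HEK-293 cells with stable firefly luciferase reporter driven by four HIV NF-kB elements / Also added: PMA plus ionomycin mix as NF-kB-activating stimulus / Compound dosing: 3 µM once, 0.30% DMSO / Times: 1 h pretreatment, 16 h stimulation, 37 °C / Signal: luminescence / Evaluation: per-plate % inhibition versus controls / Benchmarks: DMSO and 10 µM reference inhibitor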
# Ecoli tolC: growth inhibitors of E. coli tolC mutant, primary screen, strain BW25113 ΔtolC::kan, 384-well. OD615. growth inhibition, % at 10 µM (by protocol). actives 2.2% (n = 65,000). AID 573, 2007;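 active = growth inhibition at or above a cutoff equal to the mean over every tested compound plus 3 SD, cut at about 60% in these data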;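 note: growth measured after 20 h incubation at 37 °C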
#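 test system = E. coli BW25113 ΔtolC::kan bacteria | medium = LB with kanamycin 50 µg/mL | signal = OD at 615 nm | schedule = 37 °C, 20 h exposure | evaluation = % inhibition of E. coli growth | compound dosing = one dose of 10 µM final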
# NADH enzymes: inhibitors of PK/LDH coupling enzymes, profiling panel, artefact control, biochemical, MLSMR library. coupled PK/LDH NADH assays, four targets. IC50, µM (highest dose often 10 µM), inactives show at the top dose inhibition. AID 774, 2007. actives 0.02% (n = 65,000);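 active = single-dose screening hits from any of four coupled enzyme assays that gave an IC50 when retested across doses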;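 note: the DPM-DC format reads NADH fluorescence rather than 340 nm absorbance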
# ROCK2 inh: inhibitors of human ROCK2 kinase, primary screen, biochemical, high-throughput, luminescence; Rho-associated protein kinase 2 (Homo sapiens), O75116; purified ROCK2, Kinase-Glo ATP depletion luminescence; inhibition, % at 6 µM; actives 0.35% (n = 60,000);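 active = inhibition above the screen-wide mean inhibition plus 3 SD, cut at about 18% in these data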;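 note: plate controls were DMSO wells for no effect and Y-27632 control wells after no-enzyme background subtraction for full effect; many of its hits are not listed in these tables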
# A340 absorber: compound light absorbance at 340 nm, profiling panel, artefact control, biochemical, MLSMR library, data from PS, PMK, MK assays; compound absorbance at 340 nm, fold over control; fold change at 10 µM; 65,000 tested, under 10 active; AID 708, 2007;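 active = at 10 µM dose, initial 340 nm absorbance at least 2 fold that of control wells; inactive = change under 2 fold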;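 note: initial absorbance extrapolated from kinetic A340 decline of NADH oxidation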
# Fluor 339 460: intrinsic fluorescence of library compounds, ex339/em460 – biochemical, MLSMR library, data from DPM-DC assay, artefact control, profiling panel | fluorescence fold increase at 10 µM | compound autofluorescence, ex339/em460 nm, NADH buffer; hits give high values; 1 = no-compound wells, NADH background | actives 5.5% (n = 65,000);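 active = at 10 µM, mean starting fluorescence two-fold or more over control wells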;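 note: signal is the first read of a kinetic run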
# JNK3 blocker: JNK3 kinase activity inhibitors, primary screen, biochemical, human, purified enzyme; inhibition, % at 8 µM; Mitogen-activated protein kinase 10 (Homo sapiens), P53779; actives 0.61% (n = 60,000); HTS; AID 746, 2007; in the data active = inhibition above about 17%;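 note: 0% = DMSO and 100% = reference inhibitor; many of its hits are not listed in these tables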
# Target sequence (P53779 whole entry, looked up): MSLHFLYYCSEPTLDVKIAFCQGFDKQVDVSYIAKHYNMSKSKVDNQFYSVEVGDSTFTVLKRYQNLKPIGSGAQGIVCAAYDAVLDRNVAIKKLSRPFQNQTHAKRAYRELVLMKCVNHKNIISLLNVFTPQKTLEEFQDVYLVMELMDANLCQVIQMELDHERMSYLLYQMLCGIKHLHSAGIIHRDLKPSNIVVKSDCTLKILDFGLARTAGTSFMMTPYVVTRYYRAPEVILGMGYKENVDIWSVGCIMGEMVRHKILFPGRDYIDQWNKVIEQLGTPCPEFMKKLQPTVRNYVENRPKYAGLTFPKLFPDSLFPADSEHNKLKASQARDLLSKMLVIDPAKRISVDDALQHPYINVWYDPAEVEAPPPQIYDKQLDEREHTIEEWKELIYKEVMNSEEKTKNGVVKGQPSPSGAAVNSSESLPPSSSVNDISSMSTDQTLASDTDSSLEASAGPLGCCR
# * hit, by the source's call; . = not tested or not shown; [ ] = dose if it differs, or a comment. An excerpt, so the mix of outcomes need not match the whole.
SMILES,PKA kinase inh,MMP13 inh,HEK293 NFkB inh,Ecoli tolC,NADH enzymes,ROCK2 inh,A340 absorber,Fluor 339 460,JNK3 blocker
O=C(CSc1nc2ccccc2c(=O)[nH]1)N1CCCCC1,4.7,0.4,12.7,6.5,8.0%,-3.4,1.02,1.03,4.0
CCn1c(=O)cc(SCC(=O)Nc2ccc3c(c2)OCO3)c2ccccc21,-1.3,0.5,11.7,32.8,2.0%,0.0,1,1.1,1.0
CC(=O)N(C)c1ccc(OCC(O)CN(Cc2ccco2)S(=O)(=O)c2ccc(C)cc2)cc1 (stereo unspecified),4.5,3.8,14.0,14.8,6.0%,1.4,1.01,1.08,-1.7
Cc1cc2n(n1)C(c1ccc(O)cc1)Nc1ccccc1-2 (stereo unspecified),0.1,-22.0,6.5,5.5,9.0%,4.4,1,2.92*,-9.6
CCOC(=O)N1CCN(S(=O)(=O)c2ccc(C(=O)Nc3nc4ccc(F)cc4s3)cc2)CC1,-1.3,-2.9,0.6,-30.2,15.0%[fluoresces],0.7,1.07,4.62*,4.7
CN(C)S(=O)(=O)c1ccc(C(=O)Nc2nnc(Cc3ccccc3)s2)cc1,1.4,5.7,12.1,-1.8,10.0%,3.0,1.09,1.03,5.8
O=C(CN1CCOc2ccccc21)NC1CCCCCCC1,6.5,2.5,2.6,8.9,4.0%,2.3,1.05,1.04,0.8
Fc1ccc(-c2nnc3sc(C4COc5ccccc5O4)nn23)cc1 (stereo unspecified),4.0,2.0,5.2,56.1,4.0%,-1.0,1.02,1.09,5.0
O=C(NC1CCCc2ccccc21)C1CCCN(S(=O)(=O)c2cnc[nH]2)C1 (stereo unspecified),6.5,1.0,1.7,-3.3,1.0%,1.1,1.04,1.12,-1.1
CC(=O)NCCc1cc2cc(C)c(C)cc2[nH]c1=O,-0.8,-15.3,5.5,0.2,2.0%,3.9,1.09,1.62,-3.2
c1coc(-c2nn3c(Cn4nnc5ccccc54)nnc3s2)c1,1.2,-4.1,5.9,-9.0,6.0%,3.7,1.03,0.89,-1.0
Cc1nn(-c2cc(N3CCOCC3)ccc2N)c(=O)c2ccccc12,4.6,-0.6,12.2,2.5,1.0%,7.2,1.08,1.07,-3.3
CCN1CCN(c2cc(=O)n(C3CCCCC3)c(=O)[nH]2)CC1,5.2,4.6,8.6,-8.6,9.0%,5.0,1.04,1.09,-0.2
Cc1cccc2cc(C#N)c(NCCCn3ccnc3)nc12,13.4,-48.1,12.2,53.7,12.0%,7.1,0.98,2.59*,1.3
CCN(CC)C(=O)CSC1=Nc2ccccc2C2=NC(Cc3c[nH]c4ccccc34)C(=O)N12 (stereo unspecified),6.4,2.6,15.3,2.0,16.0%,2.9,1.09,1.39,4.0
CCn1c(CCCNC(=O)c2cccs2)nc2ccccc21,5.2,-6.0,11.1,1.0,4.0%,-0.5,1.07,1.02,-11.2
O=C1CC(NCCN2CCOCC2)C(=O)N1Cc1ccc(N2CCCC2=O)cc1 (stereo unspecified),-5.2,2.3,11.0,-5.1,8.0%,.,1.04,1.17,.
O=C(c1ccco1)N1CCN=C1SCc1cccnc1,2.3,-4.1,11.9,-19.0,7.0%,0.3,0.98,0.98,-2.5
COCCN1Cc2cccc(C(=O)NCc3ccccn3)c2C1=O,8.3,0.0,-8.0,-12.1,2.0%,3.3,1.05,1.11,-0.1
CCn1c(O)c(C2=NCCCC2)c2ccccc21,-1.0,2.3,13.9,10.8,10.0%,-0.4,1.17,0.81,-11.8
CCN(CC)S(=O)(=O)c1ccc2oc(C(=O)Nc3ccc(OC)cc3OC)c(C)c2c1,5.4,2.1,7.2,-1.0,12.0%,-0.8,1,1.16,1.1
O=S(=O)(c1cccs1)N1CCN(c2ccccn2)CC1,5.0,-3.7,-6.0,-16.6,4.0%,4.6,1,1.13,0.5
COc1cccc(C(=O)c2cc3ccc(O)cc3oc2=O)c1,-0.5,10.7,18.2,17.4,4.0%,-34.8,1.07,1.05,0.7
CC1=NC(C)Cc2ccccc21 (stereo unspecified),5.9,1.2,-1.0,-13.4,9.0%,5.4,1.01,1.12,-12.8
c1csc(-c2noc(COc3ccc4c(c3)CCCC4)n2)c1,-0.2,0.8,-31.4,61.4*,1.0%,-1.6,1.02,1.13,-4.6
CCOC(=O)Cn1nc(-c2ccccc2)nc1-c1ccccc1,7.1,2.5,4.6,7.4,2.0%,0.6,1,1.1,0.9
COC(=O)CSC1=C(C#N)C(c2ccccc2)CC(=O)N1 (stereo unspecified),-1.7,-3.0,16.6,-4.8,2.0%,-1.2,0.98,1.03,-2.5
CCOC(=O)N1CCC(Nc2c(Nc3ccc(C)c(C)c3)c(=O)c2=O)CC1,3.1,1.5,7.4,0.3,14.0%,0.8,1.14,0.85,-13.4
CCCC1=C(C(=O)OCC)C(c2ccccc2OCC)NC(=O)N1C (stereo unspecified),-4.2,4.3,21.2,17.9,0.0%,-2.7,1.06,1.13,1.3
COC(=O)CSc1cc(C)nc(NC(C)=O)n1,1.9,-0.4,8.8,-18.8,2.0%,-0.3,1,1.03,-1.1

# Retrieved one by one from the entries so far:
SMILES,PKA kinase inh,MMP13 inh,HEK293 NFkB inh,Ecoli tolC,NADH enzymes,ROCK2 inh,A340 absorber,Fluor 339 460,JNK3 blocker
CCn1c(CCCNC(=O)c2cccs2)nc2ccccc21,5.2,-6.0,11.1,1.0,4.0%,-0.5,1.07,1.02,-11.2
CCOC(=O)N1CCC(Nc2c(Nc3ccc(C)c(C)c3)c(=O)c2=O)CC1,3.1,1.5,7.4,0.3,14.0%,0.8,1.14,0.85,-13.4

# Record cards, as listed above.
# CCn1c(CCCNC(=O)c2cccs2)nc2ccccc21 reads PKA kinase inh = 5.2; MMP13 inh = -6.0; HEK293 NFkB inh = 11.1; Ecoli tolC = 1.0; NADH enzymes = 4.0%; ROCK2 inh = -0.5; A340 absorber = 1.07; Fluor 339 460 = 1.02; JNK3 blocker = -11.2
# CC1=NC(C)Cc2ccccc21 (stereo unspecified) reads PKA kinase inh = 5.9; MMP13 inh = 1.2; HEK293 NFkB inh = -1.0; Ecoli tolC = -13.4; NADH enzymes = 9.0%; ROCK2 inh = 5.4; A340 absorber = 1.01; Fluor 339 460 = 1.12; JNK3 blocker = -12.8

# Following part:
SMILES,PKA kinase inh,MMP13 inh,HEK293 NFkB inh,Ecoli tolC,NADH enzymes,ROCK2 inh,A340 absorber,Fluor 339 460,JNK3 blocker
Cc1ccc(NC(=O)CN(c2ccccc2F)S(C)(=O)=O)cc1,5.3,6.4,3.5,9.2,1.0%,0.4,1.06,1.14,0.0
CCn1c(CCC(=O)Nc2nc3c(s2)CCCC3)nc2cc(S(=O)(=O)N(C)C)ccc21,9.9,3.9,22.9,11.6,2.0%,2.5,0.99,1.04,6.7
CCN(CC)CC(=O)Nc1ccc(C)cc1Br,6.0,-5.2,6.8,-2.6,1.0%,8.0,1.01,1.05,6.8
COc1ccc(CCNC(=O)CSc2nc(O)c(CC(C)C)c(=O)[nH]2)cc1OC,-3.1,2.8,15.2,-20.3,7.0%,-1.6,0.97,1.08,-0.6
O=C(CN1CCN(CC(=O)Nc2ccccc2Cl)CC1)Nc1ccc2c(c1)OCCO2,-3.4,-2.6,20.2,13.8,4.0%,-0.3,0.99,1.14,3.5
O=C1c2ccccc2C(Nc2ccc(S(=O)(=O)N3CCCCC3)cc2)N1c1ccccn1 (stereo unspecified),2.4,6.4,17.4,27.3,1.0%,-4.1,1.02,1.06,-5.5
C=CCc1ccccc1OCCCCN1CCCC1,-7.8,-14.5,-6.2,-5.0,6.0%,-0.6,1,1,-11.3
Cc1ccc(Nc2nc(C)cc(C)n2)c(Br)c1,2.9,-17.5,-2.9,7.7,2.0%,5.2,0.98,1.09,-2.5
O=C(Nc1cccc(-n2cnnn2)c1)c1ccco1,9.8,1.3,7.7,-2.9,1.0%,-1.3,1.02,1.1,9.8
CCN(CC)CCOC(=O)C1(c2ccccc2)CCOCC1,-1.5,-2.5,12.2,-15.8,4.0%,0.5,1.02,1.15,-7.1
CC(C)NS(=O)(=O)c1ccc2c(c1)oc(=O)n2C,-2.8,0.7,8.5,-11.8,1.0%,1.8,1.05,1.07,0.7
c1cnc2c(OCc3nc4ccccc4[nH]3)cccc2c1,2.0,-1.9,-32.2,37.1,8.0%,1.8,1.03,1.03,-10.0
CCOC(=O)C1=C(C)NC2=C(C(=O)CCC2)C1c1cc(OC)ccc1OC (stereo unspecified),0.5,2.8,7.4,-3.9,3.0%,0.0,1.03,1.19,3.6
CCNC(=O)CN(c1ccc(CC)cc1)S(C)(=O)=O,.,.,.,-6.3,3.0%,.,1.02,1.07,.
CC(C)C[C@H](NC(=O)OC(C)(C)C)c1nnc(SCc2cccc(F)c2)o1,0.0,6.2,5.8,73.2*,3.0%,-0.9,1.01,1.15,-3.6
CCN1CC=C2C(C#N)=C(N)C(C#N)(C#N)C(c3cc(Cl)ccc3Cl)C2C1 (stereo unspecified),0.4,-67.3[fluorescence artefact?],3.8,10.2,12.0%,1.5,1.04,2.9*,-6.7
COc1ccc(OC)c2sc(NC(=O)C3=COCCO3)nc12,6.0,-2.4,10.5,-6.1,5.0%,-1.0,1.1,1.09,3.3
CCCCn1c(NCCO)nc2ccccc21,.,.,.,-1.3,3.0%,.,1.04,1.15,.
COc1cc(SC)ccc1C(=O)Nc1ccc2c(c1)OCCO2,7.6,1.8,-50.1,18.4,3.0%,5.6,1.07,1.1,-4.5
CCOC(=O)N1CCN(C(=O)CN(c2cc(Cl)ccc2OC)S(=O)(=O)c2ccccc2)CC1,-5.9,2.6,8.6,6.5,7.0%,-0.8,1.04,1.1,-7.1
CC(C)Cc1nc(NCCN2CCOCC2)c(C#N)c2c1COC(C)(C)C2,7.0,-1.5,.,12.6,5.0%,0.9,1.07,1.19,4.5
O=C(c1ccccc1OCc1ccccc1Br)N1CCN(c2ncccn2)CC1,-0.9,-2.4,4.8,11.0,4.0%,0.5,1.02,1.14,5.5
CC(=O)Nc1cccc(NC(=O)Nc2ccc(C(C)=O)cc2)c1,-4.5,2.7,6.9,38.2,5.0%,0.9,1.03,1.08,-4.0
O=C(Nc1ccc(N2CCN(C(=O)c3ccco3)CC2)c(Cl)c1)c1cccs1,5.4,5.1,-17.6,71.2*,4.0%,2.5,1.05,1.15,4.5
Cc1cc(O)ccc1-c1cnc2ccccc2n1,9.6,5.5,.,8.9,5.0%,-0.1,1.03,1.05,25.6*
O=C(Cn1nnc(-c2ccccc2NC(=O)C2CC2)n1)NC1CCCCC1,-5.4,1.5,-4.2,-4.6,5.0%,2.4,1.02,1.1,2.7
CCOC(=O)c1c(O)c2ccccc2n(-c2ccccc2)c1=O,-3.1,2.0,9.3,-14.3,6.0%,0.9,1.01,1.1,-6.0
O=C(c1ccco1)N1CCN(S(=O)(=O)c2ccc3c(c2)OCCO3)CC1,11.1,9.3,12.5,9.7,6.0%,6.7,0.99,1.04,0.8

# High-throughput results: PubChem BioAssay, several laboratories
